# TDP-43 yeast inh: TDP-43 toxicity inhibition in yeast; TDP-43 expressing yeast growth rescue, BacTiter-Glo, 24 h; Potency, µM (series often up to 46.1 µM), for inactives: top-dose growth rescue (activation), hits mostly activators; 410,000 tested, 1.8% active; AID 652104; note: potency is the fitted concentration of half-maximal effect; % of control where 0% means no effect; nearly all actives have a fitted effect of over 50% in size
#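 Growth rescue of TDP-43-toxic yeast measured as ATP luminescence (BacTiter-Glo). Cells grown to mid-log in raffinose, induced in galactose at OD600=0.02, exposed to compound 24 hr at 30 deg C.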
# FUS yeast rescue: rescues growth of FUS-expressing yeast. S. cerevisiae FUS-expressing, growth rescue, OD600, 24 h. 390,000 tested, 0.24% active. AID 1347120. Potency, µM (titrated, usually from 76.6 µM), inactives show at the highest dose growth rescue (activation), most hits filed as activators;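 note: potency is the fitted concentration of half-maximal effect; plate controls were DMSO vehicle for no effect and reference control for full effect; nearly all actives have a fitted effect of over 55% in size; some results filed as inactive show a strong effect at the top dose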
#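 S. cerevisiae expressing FUS from galactose induction served as the toxicity model. Growth after 24hr at 30C, read as absorbance at 600 nm, indicates suppression of toxicity; compounds dosed at several concentrations.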
# Abeta rescue: A-beta toxicity reversal in yeast; Potency, µM (series often up to 46.1 µM), inactives show at the highest dose growth rescue, actives largely listed as activators; 410,000 tested, 0.063% active; yeast expressing A-beta42, growth rescue, OD600, 48 h; response scale: 0% DMSO, 100% iron-clioquinol control; AID 1347071; note: potency is the fitted concentration of half-maximal effect; nearly all actives have a fitted effect of over 55% in size
#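 Growth rescue measured by 600 nm absorbance after 48 h yeast culture at 30 C with compound. Values normalized between DMSO and an equimolar ferric chloride plus clioquinol control.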
# D3 antag: D3 dopamine receptor (human) antagonism. P35462. D3R cells, DiscoveRx beta-arrestin luminescence, antagonist mode; stronger effect = lower value. max response, negative = inhibition, %. 360,000 tested, 2.5% active; in the data active = max response below about -50%; inconclusive = no clear call, values can overlap the other calls; note: % is set by controls: 0 for no effect and ±100 for the full control effect; mostly tested at two doses, the higher about 12 µM
#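 Cells plated overnight at 1500 cells/well, then exposed to library compounds with dopamine controls for 90 minutes at 37 degrees C. DiscoveRx reagent added for 30–60 minutes at room temperature; luminescence read, quantitative HTS format.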
# D3 ag: D3 dopamine receptor (human) agonism. max activation, %. 410,000 tested, 0.58% active. D3R DiscoveRx beta-arrestin cells, luminescence, 90 min; in the data active = max activation above about 30%; note: 0% is about no effect; mostly tested at two doses, the higher about 12 µM
#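 Agonist-mode cell screen: cells plated at 1500/well and incubated overnight at 37 °C, then exposed to library compounds for 90 min at 37 °C. Detection reagent was added for 30–60 min at room temperature, and luminescence was read.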
# EPAC2 antagonist: antagonists of human EPAC2 | EPAC2 GEF exchange of Rap1B-BODIPY-GDP, fluorescence | 360,000 tested, 0.18% active | AID 720708 | Potency, µM (titrated, usually from 114 µM), inactives show at the top dose activity, negative = inhibition, usual class: inhibitors; note: potency is the fitted concentration of half-maximal effect; % is set by controls: 0 for no effect and ±100 for the full control effect; nearly all actives have a fitted effect of over 45% in size; many of its hits are not listed in these tables
# Target sequence (Q8WZA2 whole entry, looked up): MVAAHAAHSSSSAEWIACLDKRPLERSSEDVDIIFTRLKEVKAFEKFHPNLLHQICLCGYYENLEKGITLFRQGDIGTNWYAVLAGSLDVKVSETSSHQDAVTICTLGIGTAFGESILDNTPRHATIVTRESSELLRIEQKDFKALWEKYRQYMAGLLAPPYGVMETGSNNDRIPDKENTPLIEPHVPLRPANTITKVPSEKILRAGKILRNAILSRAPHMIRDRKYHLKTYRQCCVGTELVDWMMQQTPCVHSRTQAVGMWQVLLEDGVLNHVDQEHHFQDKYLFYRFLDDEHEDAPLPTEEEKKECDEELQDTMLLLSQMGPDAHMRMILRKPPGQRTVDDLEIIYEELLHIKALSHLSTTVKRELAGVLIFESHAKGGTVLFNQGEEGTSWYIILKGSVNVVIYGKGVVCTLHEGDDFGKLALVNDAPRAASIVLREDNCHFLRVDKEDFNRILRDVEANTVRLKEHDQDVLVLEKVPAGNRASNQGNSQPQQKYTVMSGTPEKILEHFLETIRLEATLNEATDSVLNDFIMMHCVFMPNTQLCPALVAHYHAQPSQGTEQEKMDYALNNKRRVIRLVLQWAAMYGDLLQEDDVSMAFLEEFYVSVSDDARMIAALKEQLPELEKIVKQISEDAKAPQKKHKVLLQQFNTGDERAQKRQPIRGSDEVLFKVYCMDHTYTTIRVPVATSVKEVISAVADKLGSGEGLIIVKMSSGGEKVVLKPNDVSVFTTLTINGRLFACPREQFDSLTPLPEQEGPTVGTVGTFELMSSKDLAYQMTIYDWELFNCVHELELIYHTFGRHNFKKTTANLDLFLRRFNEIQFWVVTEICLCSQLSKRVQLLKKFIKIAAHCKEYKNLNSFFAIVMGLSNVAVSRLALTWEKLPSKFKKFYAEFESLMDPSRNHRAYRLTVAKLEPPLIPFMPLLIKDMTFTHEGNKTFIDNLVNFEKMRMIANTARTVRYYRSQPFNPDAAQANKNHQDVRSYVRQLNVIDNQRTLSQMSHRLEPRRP
# EPAC2 ag: activates human EPAC2 exchange factor; Q8WZA2; EPAC2 activation, biochemical qHTS; response scale: 100% = 6.5 mM cAMP response; Potency, µM (top dose mostly 154 µM), without a hit: at the highest dose activation, actives largely listed as activators; 360,000 tested, 0.079% active; AID 720711; note: potency is the fitted concentration of half-maximal effect; nearly all actives have a fitted effect of over 50% in size
#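 qHTS, titration series. 100 nM EPAC2 / 250 nM Rap1B-BODIPY-GDP / 50 uM GDP; RT; ex 480/em 540 nm, 5-min reads to 30 min. Norm. to 6.5 mM cAMP = activation.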
# aSyn yeast inh: rescues yeast growth from alpha-synuclein toxicity. Yeast expressing alpha-synuclein, growth rescue, BacTiter-Glo, 24 h. AID 652106. Potency, µM (top dose mostly 46.1 µM), without a hit: at the top dose growth rescue (activation), actives largely listed as activators. 370,000 tested, 0.14% active; note: potency is the fitted concentration of half-maximal effect; % of control where 0% means no effect; nearly all actives have a fitted effect of over 65% in size
#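 Screening used galactose-induced yeast with toxic alpha-synuclein levels, exposed to compound for 24 hr at 30 deg C. Cell growth, read with BacTiter-Glo luminescence, gave the measured signal.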
# An asterisk follows results filed as active; ? = inconclusive; / = not tested or not shown; & = joins results of further samples; [ ] = dose if it differs, or a comment. Unless noted, calls come from the whole dose curve; as a rule, active = well fitted curve in the direction sought with a large enough effect; inconclusive = small, poorly fitted or top-dose-only effect, or another doubt; inactive = no such curve, though single readings can be large; an effect the other way counts as inactive or inconclusive. These rows are one share of the data, so the mix of outcomes need not match the whole.
SMILES,TDP-43 yeast inh,FUS yeast rescue,Abeta rescue,D3 antag,D3 ag,EPAC2 antagonist,EPAC2 ag,aSyn yeast inh
Nc1ccc(CCn2ccnc2)cc1,4%,-1%,5%,16,7,3%,10%,-1%
Cc1ccc(NC(=O)CCC(=O)N2CCSc3ccccc32)cc1,19%,-6%,4%,/,-23,/,/,/
Cc1csc2nc(CSc3nncn3-c3ccccc3)c(Br)n12,-11%,-9%,-1%,-12,2,14%,3%,0%
CCC(=O)N1N=C(c2ccc(NS(=O)(=O)CC)cc2)CC1c1ccc(C)cc1 (stereo not given),27%,20%,7%,19,-2,-27%,10%,3%
Clc1cccc(-c2nc(NCC3CCCO3)c3ccccc3n2)c1 (stereo not given),13µM*,-17%,7%,7,9,-8%,8%,-4%
COC(=O)/C(=C\c1ccc([N+](=O)[O-])o1)NC(=O)c1ccccc1,-1%,20%,-3%,-18,2,13%,8%,4%
O=c1[nH][nH]c2c1C(c1ccc(F)cc1)OC(CCc1ccccc1)C2 (stereo not given),20µM*,40%,-1%,-24,-6,8%,4%,14%
Cc1ccc(C)c(S(=O)(=O)N2C(=S)NC(=O)C2CC(C)C)c1 (stereo not given),25µM*,5%,-10%,8,-2,8%,2%,?
Cc1ccc(CN(CC(O)COc2cccc3[nH]cc(C)c23)C(C)(C)C)cc1 (stereo not given),9%,-11%,0%,?,-13,?,4%,13%
COc1cc(C(=O)Nc2ccccc2NC(=O)c2cc(OC)c(OC)c(OC)c2)cc(OC)c1OC,5%,-7%,-18%,28,2,-3%,0%,2%
CCn1c2ccccc2c2cc(CNCc3ccc(OC)cc3OC)ccc21,27%,7%,6%,-16,-13,14%,4%,-23%
C#CCOCCOCCOCCNc1nc(N2CCOCC2)nc(N2CCN(C(=O)[C@H](Cc3ccc(O)cc3)n3cc(CCO)nn3)CC2)n1,2%,-3%,-28%,-29,0,5%,0%,6%
C=CCN1C(=O)c2ccccc2Sc2ccc(C(=O)NCC(OC)OC)cc21,-1%,8%,6%,4,2,1%,6%,0%
C=CCN(CC=C)C(=S)NC(=O)c1ccc(OC)cc1,26%,-21%,5%,-69*,7,-17%,-1%,-10%
CCN1CCN(c2ccc(S(=O)(=O)N3CCCCC3)cc2NC(=O)Cc2ccc(Cl)c(Cl)c2)CC1,21%,14%,21%,9,-6,-6%,1%,1%
O=C(NC(=S)N1CCCc2ccccc21)c1ccc([N+](=O)[O-])cc1,-8%,11%,1%,-11,-4,5%,2%,-14%
COc1ccc(NC(=O)CN2CCc3ccccc3C2)c(OC)c1,-1%,-11%,-4%,-10,-23,-3%,9%,-1%
Cc1ccc2nc(N3CCC(C(=O)NC4CCCCC4)CC3)sc2c1,10%,-5%,-6%,2,-7,1%,-11%,1%
CCOCCn1c(CN(Cc2ccccc2)Cc2ccccc2)nc2c1c(=O)[nH]c(=O)n2C,-7%,22%,-4%,4,28,-5%,-26%,-2%
CCCCOCCCNC(=O)c1cccs1,-17%,12%,-3%,-2,5,19%,4%,-6%
Nc1ccc2nc(SCC(=O)N3CCN(c4ccccc4)CC3)sc2c1,0%,23%,-60%[inhibitor],5,1,4%,4%,7%
COc1cccc(CNC(=O)C(=O)NCC(c2ccco2)N2CCOCC2)c1 (stereo not given),0%,10%,0%,10,3,13%,-7%,-2%
O=C(COC(=O)c1cccc(C(=O)OCC(=O)NCc2ccc(F)cc2)n1)NCc1ccc(F)cc1,27%,/,0%,0,5,23%,-10%,1%
CCn1c(C)nc2cc(C(=O)NNC(=O)c3ccc(Cl)nc3)ccc21,15%,-4%,0%,10,9,6%,-2%,0%
COc1ccc(S(=O)(=O)Nc2c(NC3CCCCC3)c3ccccc3oc2=O)cc1,8%,8%,14%,-2,1,0%,5%,-9%

# 11 entries from above, reformatted:
# Every second line gives: TDP-43 yeast inh, FUS yeast rescue, Abeta rescue, D3 antag, D3 ag, EPAC2 antagonist, EPAC2 ag, aSyn yeast inh
- Nc1ccc(CCn2ccnc2)cc1
→ 4%, -1%, 5%, 16, 7, 3%, 10%, -1%
- Cc1ccc(NC(=O)CCC(=O)N2CCSc3ccccc32)cc1
→ 19%, -6%, 4%, /, -23, /, /, /
- Cc1csc2nc(CSc3nncn3-c3ccccc3)c(Br)n12
→ -11%, -9%, -1%, -12, 2, 14%, 3%, 0%
- CCC(=O)N1N=C(c2ccc(NS(=O)(=O)CC)cc2)CC1c1ccc(C)cc1 (stereo not given)
→ 27%, 20%, 7%, 19, -2, -27%, 10%, 3%
- Clc1cccc(-c2nc(NCC3CCCO3)c3ccccc3n2)c1 (stereo not given)
→ 13µM*, -17%, 7%, 7, 9, -8%, 8%, -4%
- COC(=O)/C(=C\c1ccc([N+](=O)[O-])o1)NC(=O)c1ccccc1
→ -1%, 20%, -3%, -18, 2, 13%, 8%, 4%
- O=c1[nH][nH]c2c1C(c1ccc(F)cc1)OC(CCc1ccccc1)C2 (stereo not given)
→ 20µM*, 40%, -1%, -24, -6, 8%, 4%, 14%
- Cc1ccc(C)c(S(=O)(=O)N2C(=S)NC(=O)C2CC(C)C)c1 (stereo not given)
→ 25µM*, 5%, -10%, 8, -2, 8%, 2%, ?
- Cc1ccc(CN(CC(O)COc2cccc3[nH]cc(C)c23)C(C)(C)C)cc1 (stereo not given)
→ 9%, -11%, 0%, ?, -13, ?, 4%, 13%
- COc1cc(C(=O)Nc2ccccc2NC(=O)c2cc(OC)c(OC)c(OC)c2)cc(OC)c1OC
→ 5%, -7%, -18%, 28, 2, -3%, 0%, 2%
- CCn1c2ccccc2c2cc(CNCc3ccc(OC)cc3OC)ccc21
→ 27%, 7%, 6%, -16, -13, 14%, 4%, -23%

# (more compounds)
SMILES,TDP-43 yeast inh,FUS yeast rescue,Abeta rescue,D3 antag,D3 ag,EPAC2 antagonist,EPAC2 ag,aSyn yeast inh
Cc1ccc(CN2CCSc3ccc(C(=O)NCc4ccc(OC(C)C)cc4)cc32)cc1,8%,-13%,-21%,/,1,/,/,/
Fc1cccc(CN(C2=NCCN2)c2c(Cl)cccc2Cl)c1,22%,-38%,-5%,?,-83,1%,4%,-1%
Cc1ccc2nc(/C(C#N)=C\c3ccc(N4CCCCC4)c([N+](=O)[O-])c3)[nH]c2c1,-8%,44%,-5%,-70*,-36,3%,13%,7%
CC(NC(=O)c1ccc(=O)oc1)c1ccccc1 (stereo not given),8%,16%,-1%,-4,-11,-1%,0%,0%
COCc1cc(C)nc(Oc2ccccc2)c1C#N,4%,13%,-20%,-17,-8,2%,3%,-10%
Cc1ccc(S(=O)(=O)Oc2ccc(/C=C3\N=C(c4cccc(C)c4)OC3=O)cc2)cc1,9%,/,14%,0,-1,0%,1%,1%
O=C1CCC(Cc2ccccc2)N1 (stereo not given),-18%,-23%,-23%,-10,0,-1%,13%,0%
O=C(Cn1cc2c(n1)CCCC2)NCc1cccnc1,11%,5%,3%,18,4,3%,-2%,0%
CC(=O)Nc1ccc2c(c1)nc1n2CCOC1,-22%,-8%,9%,15,15,0%,-2%,0%
CCN(CC)CCNC(=O)c1cn(CC)c2ccc(S(=O)(=O)N3CCc4ccccc4C3)cc2c1=O,-4%&-8%,13%&-3%,7%&-6%,2,-4&-15,-4%,-3%,4%
C=CCn1c(C)cc(-c2csc(NC(=O)C3=COCCO3)n2)c1C,0%,18%,-13%,8,1,3%,1%,-2%
O=C(CS(=O)(=O)c1cccc2nsnc12)NCc1ccccc1Cl,5%,-10%,-12%,/,-7,/,/,-3%
CC(C)CNC(=O)CC(c1ccccc1)c1c(O)ccc2ccccc12 (stereo not given),27%,19%,7%,0,1,-1%,-9%,3%
Cc1c(C(C)(C)O)[nH]c2cc(C(F)(F)F)ccc12,?,25%,?,5,2,-15%,0%,7%
Cc1cc(C)cc(NC(=O)CN2CCC(NC(=O)c3cccc(F)c3)CC2)c1,0%,22%,4%,-24,-16,-1%,9%,1%
COCCNC(=O)C(=O)NCC(c1cccnc1)N1CCN(c2ccccc2F)CC1 (stereo not given),13%,-6%,-6%,/,6,/,/,/
CC(=O)N1N=C(c2cccc(NS(=O)(=O)c3ccc(C)cc3)c2)CC1c1ccco1 (stereo not given),-3%,0%,6%,-8,3,-5%,-1%,5%
COc1ccc(OC)c(S(=O)(=O)NCCc2csc3nc(-c4ccccc4)nn23)c1,9%,25%,10%,/,2,/,/,/
Cc1ccc(NS(=O)(=O)c2ccc(C(=O)OCC(=O)Nc3cc(C)on3)cc2)cc1,10%,7%,8%,0,3,7%,-6%,-1%
O=C(Cn1ncc2c(=O)oc3ccccc3c21)N1CCN(C(=O)c2ccco2)CC1,13%,27%,-6%,6,-2,2%,2%,-2%
O=C1N/C(=N\c2ccccn2)SC1Cc1ccccc1Cl (stereo not given),-4%,4%,2%,-18,-5,1%,10%,-4%
O=C(O)c1cccc(S(=O)(=O)Nc2ccccc2C(=O)NCCc2ccccc2)c1,-11%,-3%,1%,-1,1,-17%,3%,0%
O=C(NC1CCN(Cc2ccccc2)CC1)c1ccccc1Cl,0%,-16%,-5%,?,-6,-3%,3%,-17%
O=C(NC1CCCCC1)C(c1ccncc1)N(C(=O)c1ccco1)c1ccc(F)cc1 (stereo not given),1%,3%,-9%,3,-20,-2%,6%,4%
Cc1ccc(CC(=O)N2CCN(c3ccc([N+](=O)[O-])cc3)CC2)cc1,18%,-5%,8%,15,17,1%,1%,-1%
COc1ccccc1NC(=S)NN1CCN(C)CC1,5%,1%,14%,12,-2,-2%,-6%,-1%
Cc1ccc(S(=O)(=O)N2CCOCC2)cc1NC(=O)c1ccncc1,3%,-11%,1%,-10,0,-10%,0%,-1%
Cc1onc(-c2ccccc2Cl)c1C(=O)NCC(=O)O,8%,-17%,26%,23,-4,-2%,0%,1%
CCOc1ccc(C2C(C(=O)Nc3ccc(OC)cc3)=C(C)Nc3nc(CCCO)nn32)cc1 (stereo not given),8%,22%,-6%,/,-12,/,/,/
CC(=O)OCC1OC(Nc2cccc(C)c2)C(OC(C)=O)C(OC(C)=O)C1OC(C)=O (stereo not given),2%,/,3%,-3,6,23%,-1%,0%
